# CCR6 antagonist: antagonists of human CCR6 receptor. P51684. CHO-K1 CCR6 PathHunter beta-arrestin, luminescence, CCL20-stimulated. inhibition, % at 20 µM. 0.49% of 340,000 active. AID 493098;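 active means compounds whose inhibition of the agonist-driven luminescence signal at 20 µM reaches about 50%, limit read from the data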;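 further: cells stimulated with CCL20 at 14 nM final; plate controls were DMSO with CCL20 for no effect and DMSO without agonist for full effect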
# Target sequence (P51684 whole entry, looked up): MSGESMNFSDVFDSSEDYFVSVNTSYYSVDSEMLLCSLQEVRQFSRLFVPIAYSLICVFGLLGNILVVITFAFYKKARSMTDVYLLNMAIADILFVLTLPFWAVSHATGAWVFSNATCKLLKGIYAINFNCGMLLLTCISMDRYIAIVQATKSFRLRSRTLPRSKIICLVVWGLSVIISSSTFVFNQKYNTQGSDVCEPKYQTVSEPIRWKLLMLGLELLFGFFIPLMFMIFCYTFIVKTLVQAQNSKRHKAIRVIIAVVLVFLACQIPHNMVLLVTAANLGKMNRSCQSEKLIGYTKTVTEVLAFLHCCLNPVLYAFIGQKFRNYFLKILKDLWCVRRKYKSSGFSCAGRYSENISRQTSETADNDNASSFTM
# EBI2 block: EBI2 (human) antagonism | EBI2 beta-arrestin recruitment, luminescence, 7a,25-OHC stimulated | 0.81% of 360,000 active | P32249 | inhibition, % at 5 µM; in the data active means inhibition above about 38%;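 further: enzyme fragment complementation signal reports receptor beta-arrestin coupling in cells; 0% = agonist plus DMSO wells and 100% = wells without agonist; some results beyond the cut were filed as inactive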
# Target sequence (P32249 whole entry, looked up, the tested form may be a part): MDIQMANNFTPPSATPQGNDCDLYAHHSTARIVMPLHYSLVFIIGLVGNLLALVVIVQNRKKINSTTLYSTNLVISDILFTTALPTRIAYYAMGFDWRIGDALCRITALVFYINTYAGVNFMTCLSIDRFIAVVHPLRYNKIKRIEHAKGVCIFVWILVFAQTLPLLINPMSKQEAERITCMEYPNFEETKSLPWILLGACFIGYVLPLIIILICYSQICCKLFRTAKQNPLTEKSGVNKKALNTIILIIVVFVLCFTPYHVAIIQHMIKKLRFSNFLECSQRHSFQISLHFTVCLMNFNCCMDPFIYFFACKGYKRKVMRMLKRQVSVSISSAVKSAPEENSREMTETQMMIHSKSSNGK
# SENP8 block: inhibitors of human SENP8 protease | 1.2% of 330,000 active | inhibition, % at 10 µM | AID 2540 | purified SENP8, Z-RLRGG-aminoluciferin cleavage, luminescence | Q96LD8
# Apaf-1 inh: inhibitors of human Apaf-1 apoptosome. O14727. reconstituted apoptosome caspase-3 activity, DEVD-Rh110 fluorescence. inhibition, % at 20 µM. 0.71% of 330,000 active; active means inhibition of at least 40% at 20 µM;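 further: plate controls were DMSO wells for no effect and DEVD-CHO caspase inhibitor wells for full effect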
#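 System: Apoptosome proteins | Medium: Hepes pH 7.5 with detergent and BSA | Also added: Cytochrome c trigger plus (Z-DEVD)2-Rh110 caspase-3 substrate | Incubation: 30 min compound preincubation, 50 min activation, room temperature | Detection: Rhodamine 110 fluorescence at Ex 480/Em 540 nm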
# Jurkat NFkB inh: lowers PMA/ionomycin-induced NF-kB signal in Jurkat cells; PMA/ionomycin-induced NF-kB luciferase reporter, luminescence; inhibition, % at 4 µM; 0.53% of 330,000 active; AID 435003
# 697 NFkB inh: inhibitors of the PMA/ionomycin-induced NF-kB reporter in 697 B cells | AID 435022 | 697 B-cell NF-kB luciferase reporter, 16 h | 0.33% of 330,000 active | inhibition, % at 4 µM; in the data active means inhibition above about 35%
# Gli-Sufu antag: antagonists of Gli-Sufu signaling; inhibition, % at 5 µM; Sufu-KO-LIGHT fibroblasts, Gli luciferase reporter luminescence; 0.74% of 340,000 active;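 active means inhibition above about 55%, limit read from the data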;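 further: 0% = DMSO-treated cells and 100% = wells with medium but no cells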
# UBC13 inh: human UBC13 polyubiquitination inhibition | 0.47% of 330,000 active | P61088 | inhibition, % at 20 µM | UBC13 polyubiquitin chain formation, TR-FRET | AID 485273; in the data active means inhibition above about 45%, passing the limit was not always enough
# Target sequence (P61088 whole entry, looked up): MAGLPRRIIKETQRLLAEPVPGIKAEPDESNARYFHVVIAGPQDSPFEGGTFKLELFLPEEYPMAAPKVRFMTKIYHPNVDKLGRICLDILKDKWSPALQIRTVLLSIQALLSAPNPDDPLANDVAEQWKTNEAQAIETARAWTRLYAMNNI
# * = called active by the depositor; x = not tested or not shown. Unless noted, no stated cut-off is given here; in the data, active means inhibition above about 50%; inactive means the rest.
Structure	CCR6 antagonist	EBI2 block	SENP8 block	Apaf-1 inh	Jurkat NFkB inh	697 NFkB inh	Gli-Sufu antag	UBC13 inh
O=C(NC(Cc1ccccc1)C(=O)O)OCC1c2ccccc2-c2ccccc21 (stereo not drawn)	1.4	-2.9	6.9	8.2	-5.4	5.8	4.5	1.0
COc1ccc(C(C(=O)NC2CCCCC2)N(CC2CCCO2)C(=O)C2COc3ccccc3O2)cc1OC (stereo not drawn)	6.6	1.6	-9.9	27.7	-7.0	-6.0	8.3	-6.1
OCC(O)/C=N/Nc1nc(Nc2ccccc2)nc(Nc2ccccc2)n1 (stereo not drawn)	5.1	1.8	4.1	8.7	-56.8	-42.6	7.1	1.1
Cc1cc(NC(=O)c2ccc(Cl)c(S(=O)(=O)N3CCCCC3)c2)no1	0.6	-15.9	-0.2	14.4	2.1	-33.4	13.8	-3.2
O=C(NC12CC3CC(CC(C3)C1)C2)c1ccco1	12.8	-6.4	-1.7	-24.1	-13.4	-17.6	3.1	-7.5
Cc1cc(C(=O)N2CCCC(N3CCN(c4ccc(F)cc4)CC3)C2)no1 (stereo not drawn)	9.4	-8.1	-4.6	-8.0	4.5	4.3	3.1	0.4
O=C(Nc1ccccc1)C1=C[C@@H](c2ccc(Br)cc2)C[C@@H](OCc2ccc(CO)cc2)O1	19.2	27.2	-4.3	20.7	8.0	-18.0	22.8	6.1
Cc1nn(-c2ccccc2)c(C)c1C(=O)OC(C)C(=O)NC1CCCCC1C (stereo not drawn)	8.9	-9.4	7.1	-7.7	20.9	3.1	4.7	-3.4
O=C(NC1CCCc2ccccc21)N[C@@H](Cc1ccccc1)C(=O)O (stereo partly drawn)	1.9	7.7	-1.8	1.1	-15.9	-14.2	-35.2	-4.5
CCOC(=O)c1cnc2ccc(OCC)cc2c1N1CCN(c2ccccc2)CC1	30.3	17.8	6.6	22.0	-5.2	-10.4	10.3	9.4
N#Cc1c(Cl)nsc1NCCN1CCOCC1	7.7	9.0	2.7	4.3	-23.6	5.8	7.0	4.0
CC1C/C(=N\NC(=O)c2ccc([N+](=O)[O-])cc2)CC(C)(C)C1 (stereo not drawn)	7.0	-9.1	6.9	-14.0	-1.5	20.4	-4.0	3.0
COC(=O)[C@@H](Cc1c[nH]c2ccccc12)NC(=O)CCC(=O)c1ccc(F)cc1	0.1	6.0	-13.0	4.4	-9.4	-6.4	3.0	-9.2
O=C(CSc1nnc2c3ccccc3c3ccccc3c2n1)Nc1ccccc1	x	x	-15.4	2.1	-62.7	-53.3	x	-20.2
COc1ccc(C(C)(C)NC(=O)C2CCC(=O)N(C3CCCC3)C2)cc1OC (stereo not drawn)	8.1	-1.0	5.4	8.9	-7.2	16.6	-6.0	7.3
N#Cc1c(-c2cccnc2)c2c([nH]c1=O)-c1ccccc1OC2	-14.0	-6.3	-4.3	-12.1	5.9	18.1	4.5	18.2
CC(=O)c1ccc(OCCCC(=O)NNC(=O)c2ccccn2)cc1	-0.2	-3.3	-6.3	-4.1	8.6	25.4	-1.8	76.1*
COc1ccc(/C=N\NC(=O)c2ccc(=O)[nH]n2)cc1O	10.3	-1.2	-9.5	-8.8	-4.3	-31.5	22.3	-25.2
CCN1CC(CN(C)Cc2nc(-c3ccc(C(F)(F)F)cc3)oc2C)CC1=O (stereo not drawn)	1.1	0.9	0.9	7.5	5.2	10.0	2.3	-1.0
Cc1noc(C)c1COC(=O)c1ccc2ccccc2n1	-13.5	0.9	-3.3	5.5	5.1	-5.6	-10.2	-6.4
O=C(CSc1nnc2n1CCCN2C(=S)Nc1ccc(Cl)cc1)c1ccccc1	5.7	20.4	-7.2	15.0	11.0	-15.5	-0.6	-12.3
CN(C(=O)c1ccc2c(c1)OCO2)C1CCS(=O)(=O)C1 (stereo not drawn)	2.8	1.4	-5.3	2.2	7.4	2.6	-5.1	4.8
Cc1onc(-c2ccccc2)c1C(=O)Nc1sccc1C#N	8.0	-0.1	40.1	8.5	4.6	13.6	21.7	3.2
CC(=O)Nc1ccc(NC(=O)CCCCCN2C(=O)c3ccccc3C2=O)cc1	6.8	3.2	-2.2	-6.2	8.2	0.1	-1.2	9.0
CCc1ccc(C2=C/C(=C/c3cccnc3)C(=O)O2)cc1	10.6	7.2	-20.3	0.1	3.5	5.9	-10.6	-5.8
CC1CCc2sc(C(=O)N3CCN(c4ncccn4)CC3)cc2C1 (stereo not drawn)	-20.5	3.8	-7.5	0.1	14.0	-21.1	-3.3	-4.2
CCCc1cc(=O)oc2c(C)c(OCC(=O)Nc3ccc(CN4CCOCC4)cc3)ccc12	5.3	0.9	4.0	15.4	-0.4	11.2	-12.9	5.3
O=[N+]([O-])c1ccccc1/C=C/C=N/n1c(-c2ccc(Cl)cc2)n[nH]c1=S	9.3	-6.2	-1.5	-12.3	-10.5	-20.0	15.7	1.5
CC(C)CCN1CCN(Cc2cccc(C(F)(F)F)c2)CC1CCO (stereo not drawn)	-4.1	-3.6	0.1	-9.8	2.7	12.8	11.8	7.7
Cc1cc(Cl)ccc1Oc1ccc(C(N)=O)cc1[N+](=O)[O-]	23.6	-7.3	-10.2	8.2	-2.5	11.8	1.7	-3.4
Cc1ccc(NC(=O)CN(C)S(=O)(=O)c2ccc3[nH]c(=O)oc3c2)c(C)c1	7.1	-1.6	8.1	-5.5	2.3	-1.3	8.4	-8.5
CC(C)OCC1Cn2c(nc3c2c(=O)n(C)c(=O)n3C)O1 (stereo not drawn)	-22.8	10.1	6.9	-2.6	20.1	6.3	0.3	7.4
Cc1ccc(Nc2ncccc2C(=O)O)cc1C	-10.5	0.7	34.4	0.8	-17.1	-40.5	-24.1	1.6
Cc1ccc(-n2cc(CNCCc3ncc(C)[nH]3)c(-c3ccc(F)cc3)n2)cc1	6.8	-15.2	-0.9	18.3	-13.2	12.0	8.6	19.5
COc1ccc(-n2ncc3c(N4CCc5ccccc54)ncnc32)cc1	-11.0	5.8	6.6	-6.4	-232.6	-236.6	-74.1	5.2
O=C(Nc1ccc(Oc2ccccc2)cc1)C1CCCN(c2ncccn2)C1 (stereo not drawn)	12.1	27.4	1.4	6.0	2.6	4.9	-15.2	16.4
O=C(/C=C/c1ccc(F)cc1)Nc1cccc(S(=O)(=O)Nc2cccc(C(F)(F)F)c2)c1	5.2	6.2	-4.6	1.1	16.6	-10.2	5.5	-2.3
CCN(CC)S(=O)(=O)c1cc(NC(=O)C2CCN(c3ncnc4sc(C)c(C)c34)CC2)ccc1Cl	4.8	-4.4	4.2	25.3	30.6	-45.7	49.6	2.5
O=C1CS/C(=C\[N+](=O)[O-])N1c1ccc(OC(F)(F)F)cc1	-1.2	2.9	-2.0	8.4	10.1	-17.2	3.3	-18.8
CCCCn1c(N)c(N(CCOC)C(=O)c2c(C)noc2C)c(=O)[nH]c1=O	2.4	-10.2	-2.6	-2.0	9.2	-0.9	-2.4	-5.7
CC(C)(C)C(=O)O/N=C(\N)Cc1ccc(-c2csnn2)cc1	-13.6	-3.0	-6.7	-12.8	2.8	-34.3	-1.8	-14.7
O=C(Nc1ccccc1C(=O)Nc1ccccn1)c1cc(F)c(F)cc1Cl	11.2	-14.9	5.4	-1.0	-8.9	11.4	-3.6	6.2
COc1ccc(NC(=S)N(CCCN2CCOCC2)Cc2ccco2)cc1	-1.2	4.7	-8.4	3.2	-2.2	8.8	-3.6	0.9
COc1ccc(C)cc1N(C(=O)c1ccco1)C(C(=O)NC1CCCC1)c1ccc(N2CCOCC2)cc1 (stereo not drawn)	12.6	2.9	-10.4	3.4	3.6	5.0	-4.9	1.2
O=C(NCc1cccnc1)C1CCN(C(=O)c2ccc(Cl)cc2Cl)CC1	-5.8	-14.3	-6.0	8.3	0.4	-9.3	-15.4	4.6
COc1ccc(C(=O)COC(=O)Cn2[nH]c(=O)c3ccccc3c2=O)c(OC)c1	12.7	1.7	-2.6	6.8	13.4	2.3	-9.0	1.5
COc1ccc(CNc2nc(SCc3cc(=O)n4cc(Cl)ccc4n3)nc3ccccc23)cc1	-0.8	9.0	-14.0	11.4	-0.5	-55.7	38.8	-3.5
CN(C(=S)NC(=O)/C=C/c1ccc(F)cc1)C1CCCCC1	21.9	13.8	-4.0	4.6	-4.7	10.8	-15.1	23.9
O=C(O)c1cc(Cl)c(Cl)cc1C(=O)N1CCOCC1	0.0	-10.6	-8.1	-4.4	-3.9	5.8	-1.8	-3.5
CNC(=O)COC(=O)c1ccccc1NC(=O)c1ccco1	13.7	8.2	1.4	-2.8	3.7	2.8	3.1	-11.7

# Other entries.
Structure	CCR6 antagonist	EBI2 block	SENP8 block	Apaf-1 inh	Jurkat NFkB inh	697 NFkB inh	Gli-Sufu antag	UBC13 inh
Cc1ccc(NS(=O)(=O)c2ccc(C(=O)NCCCN3CCCC3=O)cc2)cc1C	4.2	-0.9	0.8	2.4	13.4	-27.9	28.0	1.3
COc1cc2c3c(c1)C(C)CC(C)(C)N3C(=O)C2=O (stereo not drawn)	3.2	-19.9	-9.9	5.3	1.3	12.1	43.6	-51.4
O=C(O)CCn1c(SCCc2ccccc2)nc2ccccc21	5.5	-7.3	-5.6	-21.0	-5.6	4.6	0.5	1.8
Cc1ccc(-c2noc(CN(C(=O)C34CC5CC(CC(C5)C3)C4)C(C)C)n2)cc1	11.4	12.8	-1.2	-1.6	-22.3	-13.4	6.6	-3.1
N#Cc1c(SCC(=O)Nc2ccc(Cl)cc2Cl)sc2c(O)cc(=O)[nH]c12	5.2	7.7	11.3	8.6	20.0	10.8	-6.0	-5.1
CN1CCN(S(=O)(=O)c2ccc(Sc3nnnn3-c3ccccc3)c([N+](=O)[O-])c2)CC1	6.4	-69.9	-3.6	10.0	16.4	14.8	-1.7	-4.9
Cc1ccc(NC(=S)NCC(O)c2ccccc2)c(C)c1 (stereo not drawn)	6.4	-0.9	-2.7	-9.8	3.1	3.4	-29.1	-1.7
COc1ccccc1C(=O)Nc1sc2c(c1C(=O)NCc1ccco1)CCCC2	5.5	15.3	2.3	3.3	-5.1	-2.8	12.4	6.8
Cc1ccc2c(CC(=O)NCCc3ccc(S(N)(=O)=O)cc3)coc2c1	0.9	8.1	3.8	-24.1	9.6	19.5	-13.9	0.9
CC(=O)Nc1cccc(NC(=O)COC(=O)CO/N=C(\C)c2ccc3c(c2)OCO3)c1	-0.1	-3.1	-5.7	8.4	16.3	11.7	-0.8	1.8
CCN(CC(=O)Nc1c(F)cccc1F)C(=O)C1CCN(C(=O)c2ccc(F)cc2)CC1	5.0	-5.2	-0.2	6.4	9.2	-2.9	-10.3	-4.4
COc1ccc(/C=C2\CCCC3C2=NC(=S)NC3c2ccc(OC)cc2)cc1 (stereo not drawn)	1.0	-5.2	2.0	12.8	17.6	-10.9	-9.3	-2.0
COc1ccc2sc(SCCCS(=O)(=O)O)[n+](CCCS(=O)(=O)[O-])c2c1	0.7	-8.4	-8.5	2.9	-5.3	-11.5	-2.5	-7.0
CCOc1ccc(N2C(=O)/C(=C/c3ccco3)N(C)C2=S)cc1	2.1	3.6	-4.9	-1.5	0.6	-10.7	-12.3	-13.5

# Reprinted at random: four compounds from above
Structure	CCR6 antagonist	EBI2 block	SENP8 block	Apaf-1 inh	Jurkat NFkB inh	697 NFkB inh	Gli-Sufu antag	UBC13 inh
Cc1ccc(NC(=S)NCC(O)c2ccccc2)c(C)c1 (stereo not drawn)	6.4	-0.9	-2.7	-9.8	3.1	3.4	-29.1	-1.7
N#Cc1c(SCC(=O)Nc2ccc(Cl)cc2Cl)sc2c(O)cc(=O)[nH]c12	5.2	7.7	11.3	8.6	20.0	10.8	-6.0	-5.1
COc1ccc(/C=C2\CCCC3C2=NC(=S)NC3c2ccc(OC)cc2)cc1 (stereo not drawn)	1.0	-5.2	2.0	12.8	17.6	-10.9	-9.3	-2.0
Cc1ccc(-c2noc(CN(C(=O)C34CC5CC(CC(C5)C3)C4)C(C)C)n2)cc1	11.4	12.8	-1.2	-1.6	-22.3	-13.4	6.6	-3.1

# Not all compounds are listed; the hit share may differ from the screen's.
